Bim-Mcl-1: inhibitors of Bim peptide binding to Mcl-1, primary screen, biochemical, bead-based flow cytometry, multiplex; inhibition, % at 10 µM; Bim peptide-Mcl-1 binding; hit rate 0.1% among 190,000; Induced myeloid leukemia cell differentiation protein Mcl-1 (Homo sapiens), Q07820;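 also: 0% = no compound tracer wells and 100% = peptide blocker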
Target sequence (Q07820 whole entry, looked up): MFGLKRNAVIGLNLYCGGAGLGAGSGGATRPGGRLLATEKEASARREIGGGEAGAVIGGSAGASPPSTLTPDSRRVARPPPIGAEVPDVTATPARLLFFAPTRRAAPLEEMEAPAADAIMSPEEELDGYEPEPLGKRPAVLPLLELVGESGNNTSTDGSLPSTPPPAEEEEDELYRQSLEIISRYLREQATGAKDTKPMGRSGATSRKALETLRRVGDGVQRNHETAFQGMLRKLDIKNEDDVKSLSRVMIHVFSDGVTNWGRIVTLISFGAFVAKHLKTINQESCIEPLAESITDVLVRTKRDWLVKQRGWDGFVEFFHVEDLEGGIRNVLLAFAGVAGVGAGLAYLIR
Bfl-1 Bim block: inhibitors of Bim binding to Bfl-1, primary screen, biochemical, multiplexed, bead-based flow cytometry; Bcl-2-related protein A1 (Homo sapiens), Q16548; Bim-Bfl-1 binding inhibition; inhibition, % at 10 µM; hit rate 0.12% among 190,000; AID 1008, 2008;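 also: 0% = wells without compound plus tracer and 100% = blocker peptide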
Mcl1 Noxa PPI: Mcl-1/Noxa binding inhibitors, primary screen, biochemical, TR-FRET, 1536-well. TR-FRET Mcl-1/Noxa peptide binding, 2 h. inhibition, % at 21.7 µM. hit rate 1.5% among 220,000;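 active = compounds that cut the protein-peptide binding signal by more than 50% relative to plate controls in a single-dose test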;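 also: His-tagged Mcl-1 with rhodamine Noxa BH3 peptide and terbium anti-His antibody; 0% = Mcl-1 plus Noxa peptide wells and 100% = peptide-only wells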
RGS7-Gao: RGS7-Galphao binding modulators, primary screen, biochemical, multiplexed bead flow cytometry | actives lie on both sides | binding response (% of control), % at 10 µM | Guanine nucleotide-binding protein G(o) subunit alpha (Homo sapiens), P09471 | hit rate 0.35% among 220,000; in the data active = binding response below about 49% or above about 150%; inconclusive = no clear call, values can overlap the other calls; inactive = in between;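 also: fluorescent Galphao held in activated GDP-AlF4 state binding bead-coupled RGS7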
Target sequence (P09471 whole entry, looked up): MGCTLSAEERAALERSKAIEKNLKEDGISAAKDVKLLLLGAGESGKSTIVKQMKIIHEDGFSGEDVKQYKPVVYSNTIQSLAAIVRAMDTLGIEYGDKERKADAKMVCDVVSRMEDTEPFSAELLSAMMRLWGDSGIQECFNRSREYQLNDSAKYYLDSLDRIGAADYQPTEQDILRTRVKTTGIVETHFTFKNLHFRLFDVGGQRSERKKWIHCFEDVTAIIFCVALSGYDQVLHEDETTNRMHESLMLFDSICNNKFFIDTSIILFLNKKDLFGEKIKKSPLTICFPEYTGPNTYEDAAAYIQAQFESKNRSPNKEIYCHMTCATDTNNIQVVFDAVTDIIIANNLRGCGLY
RGS8-Gao reg: RGS8-Galphao binding modulators, primary screen, biochemical, multiplexed bead flow cytometry; Guanine nucleotide-binding protein G(o) subunit alpha (Homo sapiens), P09471; actives lie on both sides; response (percent of control binding), % at 10 µM; hit rate 0.34% among 220,000; in the data active = response below about 60% or above about 140%; inactive = in between;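 also: Galphao activated as the GDP aluminium fluoride complex binding bead-coupled RGS8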
Bim-Bcl-W: inhibitors of Bim binding to Bcl-W, primary screen, biochemical, multiplexed, bead-based flow cytometry | Bcl-2-like protein 2 (Homo sapiens), Q92843 | Bim peptide-Bcl-W binding | inhibition, % at 10 µM | hit rate 0.02% among 190,000;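 also: 0% = bound tracer without compound and 100% = peptide blocker; higher means less fluorescent Bim peptide bound to Bcl-W beads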
Bim-Bcl-XL: inhibitors of Bim-Bcl-XL binding, primary screen, biochemical, multiplexed, bead flow cytometry, human Bcl-XL | hit rate 0.04% among 190,000 | inhibition, % at 10 µM | Bim peptide-Bcl-XL binding, fluorescence | AID 1007, 2008
Target sequence (Q07817 whole entry, looked up): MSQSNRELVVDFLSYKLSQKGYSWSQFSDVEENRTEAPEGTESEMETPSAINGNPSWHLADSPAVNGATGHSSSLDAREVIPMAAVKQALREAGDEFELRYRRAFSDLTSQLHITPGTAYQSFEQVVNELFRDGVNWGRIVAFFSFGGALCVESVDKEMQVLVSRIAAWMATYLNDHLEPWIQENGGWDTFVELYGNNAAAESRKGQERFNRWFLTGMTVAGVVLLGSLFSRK
Bim-Bcl-B: inhibitors of Bim-Bcl-B binding, primary screen, biochemical, multiplexed, human Bcl-2 family. Bcl-2-like protein 10 (Homo sapiens), Q9HD36. bead-based flow cytometry, Bim peptide-Bcl-B binding. inhibition, % at 10 µM. hit rate 0.073% among 190,000. AID 951, 2007;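 also: 0% = tracer peptide without compound and 100% = reference inhibitor peptide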
Mcl1-Bid inh: Mcl-1/Bid binding inhibitors, primary screen, biochemical, TR-FRET, 1536-well; Induced myeloid leukemia cell differentiation protein Mcl-1 (Homo sapiens), Q07820; TR-FRET Mcl-1/Bid-Dy647 peptide binding; inhibition, % at 21.7 µM; hit rate 0.97% among 220,000; AID 1021, 2008;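 active = compounds that cut the binding signal by more than half at the single screening dose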;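 also: His-tagged Mcl-1 with europium anti-His antibody binding Bid BH3 peptide; 0% = Mcl-1 plus peptide wells and 100% = peptide-only wells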
Bcl-2 Bim block: inhibitors of Bim-Bcl-2 binding, primary screen, biochemical, multiplexed, human Bcl-2 family; hit rate 0.06% among 190,000; inhibition, % at 10 µM; Bead-based flow cytometry, Bim peptide-Bcl-2 binding; in the data active = inhibition above about 40%; inconclusive = no clear call, values can overlap the other calls;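 also: 0% = no compound wells with probe peptide and 100% = reference peptide inhibitor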
RGS4-Gao reg: modulators of RGS4 binding to Galphao, primary screen, biochemical, multiplexed bead flow cytometry; AID 1415, 2008; Guanine nucleotide-binding protein G(o) subunit alpha (Homo sapiens), P09471; actives lie on both sides; hit rate 0.33% among 220,000; binding response (% of control), % at 10 µM; in the data active = binding response below about 49% or above about 150%; inactive = in between;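 also: fluorescent Galphao activated with aluminum fluoride binding bead-coupled RGS4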
Starred values were filed as active, the others as inactive; ? = inconclusive; . = no result given. Rule as the data show it, unless noted: active = inhibition above about 40%.

no.	Bim-Mcl-1	Bfl-1 Bim block	Mcl1 Noxa PPI	RGS7-Gao	RGS8-Gao reg	Bim-Bcl-W	Bim-Bcl-XL	Bim-Bcl-B	compound	Mcl1-Bid inh	Bcl-2 Bim block	RGS4-Gao reg
1	-3	1	-6	96	105	1	0	-6	CN1CCN(C(=S)Nc2ccc(Cl)cc2Cl)CC1	-97	-4	100
2	.	.	2	?	96	.	.	.	Nc1scc[n+]1Cc1cccc2cccnc12	-16	.	98
3	1	-7	-59	114	123	3	-2	-1	Cc1ccc(-n2ncc3c(=O)[nH]c(SCC(=O)N4CCC(C)CC4)nc32)cc1C	40	4	112
4	0	-1	22	99	100	-2	-1	0	CCn1c(=O)cc(SCC(=O)N2CCN(C)CC2)c2ccccc21	-26	0	99
5	-2	-3	3	102	103	-2	-5	-3	CCc1cccc(NC(=O)c2ccc(Br)o2)c1	5	-2	100
6	0	-1	-29	97	98	-2	-3	-3	CC(c1cc2ccccc2s1)N(O)C(N)=O (configuration not stated)	20	-2	103
7	-4	-2	-7	104	96	-2	-6	-3	CCS(=O)(=O)C(=C(Nc1ccc(OC)cc1)Nc1ccc(OC)cc1)S(=O)(=O)CC	-16	-4	101
8	-3	0	-15	101	103	-2	0	-1	NC(=O)C1CCN(C(=O)CSc2ccccn2)CC1	-6	-2	102
9	.	.	5	?	102	.	.	.	CCCn1c(SCC(=O)NNC(=O)c2ccccc2)nnc1-c1cccnc1	-22	.	104
10	-11	13	23	133	83	-3	-13	-30	CCOC(=O)c1sc(N/N=C/c2ccccc2)nc1C	-3	-3	90
11	-3	-6	-20	99	110	-3	-6	-4	CCC(C)c1ccc2oc(-c3ccc(NC(=O)c4ncn[nH]4)cc3)nc2c1 (configuration not stated)	-26	-7	105
12	0	-2	16	104	102	3	0	0	CC(=O)Nc1ccc(C(=O)OCC(=O)NC(=O)NC2CCCCC2)cc1	-11	-1	104
13	.	.	-21	?	107	.	.	.	C[C@@H]1CC=C[C@H]2[C@H]1C(=O)N(Cc1ccccc1)[C@H]2c1ccc(-c2ccc(N(C)C)cc2)cc1F	-75	.	120
14	-1	1	10	103	81	0	-1	0	Cc1ccc(N(CC(=O)NCCSc2ccccn2)S(C)(=O)=O)cc1	-28	3	99
15	.	.	-5	?	105	.	.	.	O=C(NCCc1nc2ccccc2[nH]1)c1ccc([N+](=O)[O-])cc1	-10	.	113
16	-1	-3	8	100	101	0	0	-2	Cc1cccc(OCCCC(=O)Nc2ccc(N3CCCCC3)cc2)c1	-45	-5	101
17	-2	5	-26	103	101	0	0	4	CC(C)C[C@H](NC(=O)c1nc[nH]c1C(=O)N(C)Cc1ccccc1)C(=O)OC(C)(C)C	-7	-1	100
18	0	-5	7	99	104	-1	-2	-2	CCCc1nnc(SCC(=O)N2CCCC(C)C2)n1CCCOC (configuration not stated)	8	-3	97
19	.	.	21	?	100	.	.	.	O=C(Nc1ccc([N+](=O)[O-])cc1)c1cc2ccccc2nc1Cl	-8	.	99
20	0	-3	-3	?	101	1	0	-1	CCN1CCC(NC(=O)Nc2ccccc2C(=O)OC)CC1	-7	1	100
21	-1	0	22	106	110	-3	0	0	CC(C)(C)C(=O)Nc1ccc(S(=O)(=O)c2ccc(NC(=O)C(C)(C)C)cc2)cc1	-1	0	107
22	0	-12	32	95	97	5	-10	-5	c1ccc2c(c1)oc1c(N3CCN(Cc4ccc5c(c4)OCO5)CC3)ncnc12	11	-5	95
23	3	-10	22	103	104	0	0	-5	COc1ccc(Cc2nnc(NC(=O)c3ccco3)s2)cc1	-6	-1	103
24	-3	-2	1	98	96	-7	0	-2	CCc1nnc(NCC(=O)N2CCc3ccccc32)s1	-100	0	99
25	0	3	-85	96	99	0	-1	14	CCn1cc(C(=O)O)c(=O)c2cc(OC)ccc21	-28	15	100
26	-3	-1	27	100	103	-2	-3	-3	CCOC(=O)C1CCCN(CC(O)COc2cccc(C)c2)C1 (configuration not stated)	-6	-3	100
27	-1	0	-11	99	107	0	-5	-2	COc1cc2c3c(c1OC)C1(C=CC(=NNC(N)=O)C=C1)CC3N(C(C)=O)CC2 (configuration not stated)	-21	0	109
28	1	-2	-26	98	99	1	0	-2	C=CCN1C(=O)CN=C1Nc1ccccc1	-19	1	99
29	-4	-1	14	100	105	-3	0	-4	COC(=O)c1c(C(=O)OC)c(-c2cccc(C)c2)n2c1CS(=O)(=O)C2	4	-3	104
30	-22	-4	-1	99	100	-11	-14	-2	C[n+]1ccc(CC2C(=[N+]([O-])[O-])C=Nc3ncnn32)cc1 (configuration not stated)	-28	-5	104

The closing 5 entries of the section above open the next one:
no.	Bim-Mcl-1	Bfl-1 Bim block	Mcl1 Noxa PPI	RGS7-Gao	RGS8-Gao reg	Bim-Bcl-W	Bim-Bcl-XL	Bim-Bcl-B	compound	Mcl1-Bid inh	Bcl-2 Bim block	RGS4-Gao reg
26	-3	-1	27	100	103	-2	-3	-3	CCOC(=O)C1CCCN(CC(O)COc2cccc(C)c2)C1 (configuration not stated)	-6	-3	100
27	-1	0	-11	99	107	0	-5	-2	COc1cc2c3c(c1OC)C1(C=CC(=NNC(N)=O)C=C1)CC3N(C(C)=O)CC2 (configuration not stated)	-21	0	109
28	1	-2	-26	98	99	1	0	-2	C=CCN1C(=O)CN=C1Nc1ccccc1	-19	1	99
29	-4	-1	14	100	105	-3	0	-4	COC(=O)c1c(C(=O)OC)c(-c2cccc(C)c2)n2c1CS(=O)(=O)C2	4	-3	104
30	-22	-4	-1	99	100	-11	-14	-2	C[n+]1ccc(CC2C(=[N+]([O-])[O-])C=Nc3ncnn32)cc1 (configuration not stated)	-28	-5	104
31	.	.	24	?	102	.	.	.	O=S(=O)(CCN1CCCCC1)Oc1ccc(Cl)cc1Cl	1	.	103
32	-5	-3	-13	96	104	-3	0	-2	Cc1nn(C(C)CC(=O)O)c(C)c1C (configuration not stated)	-28	2	100
33	-3	-18	-2	100	99	0	0	-11	Cc1ccc(C(C)NC(=O)/C(C#N)=C\c2c(C)[nH]c3ccccc23)cc1 (configuration not stated)	11	-18	99
34	-2	-6	2	?	103	1	1	0	CN(C(=O)c1coc(=O)c2ccccc12)c1ccccc1Cl	-6	-1	104
35	5	-1	25	106	106	-4	-3	-2	COc1ccc(N2C(=O)CCC2(C#N)c2ccc(OC)cc2)cc1 (configuration not stated)	-18	-5	106
36	2	-8	4	97	100	2	-12	-5	Cc1sc2nc(SCc3nnc(-c4cccs4)o3)n(C3CCCC3)c(=O)c2c1C	0	-6	102
37	0	-9	22	108	103	0	-2	-3	CCOC(=O)Nc1ccc2c(c1)N(C(=O)CCN(C)C)c1ccccc1S2	-31	-8	104
38	-4	-6	0	99	100	-3	-6	-2	O=C(/C=N/O)Nc1cccnc1	-10	1	103
39	0	-10	-6	93	97	1	-3	-6	CCOC(=O)c1oc2nc3c(cc2c1N)COC(C)(C)C3	-51	0	96
40	1	3	117*	100	101	1	-2	-3	Oc1c(Cl)cc(Cl)cc1Sc1cc(Cl)cc(Cl)c1O	99*	3	101
41	-2	3	29	99	98	1	0	0	Cc1ccc(NC(=S)Nc2ccc3cn[nH]c3c2)cc1	-87	3	99
42	0	-10	-2	89	94	-3	-8	-8	Cc1nc(/C=C/c2ccccc2)cc(/C=C/c2ccccc2)n1	6	-7	91
43	-1	1	4	98	100	0	-3	0	Cc1c(NC(=S)NC(=O)Cc2ccccc2)cccc1C(=O)O	-26	-1	99
44	-2	-1	7	96	101	-1	-1	1	CC(=O)NC(C)C(c1cccs1)N1CCN(c2ccccc2)CC1 (configuration not stated)	-26	-3	102
45	2	-1	11	99	101	2	0	0	COc1ccc(C)cc1NC(=O)c1cc2c(=O)n3ccccc3nc2n1C	-4	1	102
46	-1	-10	8	97	98	0	-11	-7	COc1ccc(CCCc2nnc(SCC(=O)Nc3nccs3)n2C)cc1C	-12	-12	99
47	5	-2	77*	71	91	2	-3	0	COc1cc(-c2nnc(SCc3cc(=O)oc4cc(O)c(O)cc34)o2)cc(OC)c1OC	-72	-1	78
48	0	0	-5	108	104	0	-1	0	COc1cc(O)oc1C=Nc1ccc(Cl)cc1Cl	-30	0	107
49	3	-10	9	92	97	6	4	-4	CCc1ccc(CNC(=O)c2cc3c(C)nc4ccccc4c3o2)cc1	0	-6	92
50	-1	-12	18	100	100	-1	-5	-4	COCCOC(=O)C1=C(C)NC(=O)NC1C1CC=CCC1 (configuration not stated)	2	-7	100
51	10	-4	38	95	98	8	16	4	COc1cc2c(cc1OC)-c1cc(NCc3ccccn3)nc(=O)n1CC2	98*	1	98

By substructure, the compounds so far with a nitro group on carbon (two)
no.	Bim-Mcl-1	Bfl-1 Bim block	Mcl1 Noxa PPI	RGS7-Gao	RGS8-Gao reg	Bim-Bcl-W	Bim-Bcl-XL	Bim-Bcl-B	compound	Mcl1-Bid inh	Bcl-2 Bim block	RGS4-Gao reg
15	.	.	-5	?	105	.	.	.	O=C(NCCc1nc2ccccc2[nH]1)c1ccc([N+](=O)[O-])cc1	-10	.	113
19	.	.	21	?	100	.	.	.	O=C(Nc1ccc([N+](=O)[O-])cc1)c1cc2ccccc2nc1Cl	-8	.	99

3 entries from above, reformatted:
cpd	compound	Bim-Mcl-1	Bfl-1 Bim block	Mcl1 Noxa PPI	RGS7-Gao	RGS8-Gao reg	Bim-Bcl-W	Bim-Bcl-XL	Bim-Bcl-B	Mcl1-Bid inh	Bcl-2 Bim block	RGS4-Gao reg
47	COc1cc(-c2nnc(SCc3cc(=O)oc4cc(O)c(O)cc34)o2)cc(OC)c1OC	5	-2	77*	71	91	2	-3	0	-72	-1	78
48	COc1cc(O)oc1C=Nc1ccc(Cl)cc1Cl	0	0	-5	108	104	0	-1	0	-30	0	107
49	CCc1ccc(CNC(=O)c2cc3c(C)nc4ccccc4c3o2)cc1	3	-10	9	92	97	6	4	-4	0	-6	92

Screening data as filed in PubChem.
